Pf Dd2 inh: blocks in vitro growth of P. falciparum Dd2; P. falciparum Dd2 growth, SYBR Green, 72 h; Potency, µM (series often up to 28.9 µM), for the others: at the highest dose activity, negative = inhibition, most hits filed as inhibitors; actives 4.3% (n = 120,000); active means well fitted inhibition curve with a large enough effect; inconclusive means small, poorly fitted or top-dose-only effect; inactive means no such curve, though single readings can be large or run the other way;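 further: plate controls were DMSO vehicle for no effect and reference drug for full effect; nearly all actives have a fitted effect of over 65% in size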
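Infected erythrocytes (Dd2, 0.3% parasitemia, 2.5% hematocrit final) are added to compound in RPMI-1640/Albumax II medium, grown 72 h at 37C in low oxygen, then lysed with saponin/Triton-X containing SYBR Green and read by fluorescence.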
Active calls of the source: *; i = inactive; ? = inconclusive; [ ] = another dose, or the depositor's remark. Potency means the concentration at half of the fitted maximal effect.

Compound,Pf Dd2 inh
OC(c1ccccc1)c1nc2ccccc2n1Cc1c(F)cccc1Cl (stereo not drawn),?
Cc1ccc(CN2CCc3nc(N4CCN(C)CC4)[nH]c(=O)c3CC2)c(C)c1,16%[5.79 µM]
C[C@@H]1CN(C(=O)c2csc(CN(C)C)n2)C[C@@]1(O)C1CCC1,-12%
COc1cccc(CN2CCCC3(CCN(Cc4ccccc4)C3)C2=O)c1OC (stereo not drawn),?
Cc1cc(CN(C)C(=O)C2CCCN(C3CCN(Cc4ccncc4)CC3)C2)n[nH]1 (stereo not drawn),-8%
O=C1CC2(CCN(C(=O)c3ccc(Cl)cc3)C2)Nc2ccccc2N1 (stereo not drawn),53%[activator]
Cc1ccc2oc(=O)c(S(=O)(=O)c3ccc(F)cc3)cc2c1,43%[activator]
CC(NC(=O)c1ccc(F)cc1)c1nc2ccccc2[nH]1 (stereo not drawn),0%
CC1CCN(Cc2nnnn2CCCC(=O)N2CCN(CCO)CC2)CC1,1%
CCCc1nnc(NC(=O)c2cc(=O)c3ccccc3o2)s1,5%
COc1ccc2c(c1)c1c(c(=O)n(Cc3ccccc3)c(=O)n1CC(=O)Nc1ccc(C)cc1C)n2C,32%[activator]
C=CCNC(=O)N1CCCC1C(=O)Nc1cccc(-n2cccn2)c1 (stereo not drawn),-4%
CN(C)Cc1nnc(C2CCCN(C(=O)c3cccc(N(C)C)c3)C2)n1C (stereo not drawn),-6%
Cc1cnc(C2CCOCC2)n1CC1CCN(C(=O)CC2CCCC2)CC1,-15%
Cc1noc(C)c1S(=O)(=O)N(CC(=O)NCCc1ccc(Cl)cc1)c1ccc(C(C)C)cc1,?
O=C(NCc1ccccc1)C1CCN(C(=O)c2nnn3c2COC(c2ccc(F)cc2)C3)CC1 (stereo not drawn),-14%
Fc1ccccc1CC1CCN(CC2[C@H]3CNC[C@@H]23)CC1 (stereo partly drawn),?
CCC(C)NC(=O)c1ccc(-c2ccc(N3CCSCC3)nc2)cc1 (stereo not drawn),i
O=C(Cc1ccc(N(Cc2ccc(F)cc2)C(=O)c2ccco2)cc1)N1CCOCC1,i
COc1ccc(-n2c(CC3C(=O)N(C)c4ccc(C)cc43)nc3ccccc3c2=O)cc1 (stereo not drawn),-6%

The last six entries of the section before open the next one.
Compound,Pf Dd2 inh
Cc1noc(C)c1S(=O)(=O)N(CC(=O)NCCc1ccc(Cl)cc1)c1ccc(C(C)C)cc1,?
O=C(NCc1ccccc1)C1CCN(C(=O)c2nnn3c2COC(c2ccc(F)cc2)C3)CC1 (stereo not drawn),-14%
Fc1ccccc1CC1CCN(CC2[C@H]3CNC[C@@H]23)CC1 (stereo partly drawn),?
CCC(C)NC(=O)c1ccc(-c2ccc(N3CCSCC3)nc2)cc1 (stereo not drawn),i
O=C(Cc1ccc(N(Cc2ccc(F)cc2)C(=O)c2ccco2)cc1)N1CCOCC1,i
COc1ccc(-n2c(CC3C(=O)N(C)c4ccc(C)cc43)nc3ccccc3c2=O)cc1 (stereo not drawn),-6%
CN1CC2(CCN(Cc3ccc4cc[nH]c4c3)CC2)CC1C(=O)N1CCOCC1 (stereo not drawn),-9%
O=C(c1ccccc1)N1CCC(n2cc(-c3nc(-c4ccccc4)no3)nn2)C1 (stereo not drawn),0%
CCC1Oc2ccc(NC(=O)c3ccccc3F)cc2CN(Cc2ccc(OC)cc2)C1=O (stereo not drawn),i
O=C(O)COCC(=O)N1CC[C@@H]2[C@H]1C(=O)N(c1ccc(F)c(Cl)c1)C(=O)N2Cc1ccccc1,26%
CN(C)c1ccc(CN2CCc3nc(C4CC4)nc(-c4ccc(O)cc4)c3CC2)cc1,-17%
COCCO[C@H]1C(=O)N(C2CCN(C(=O)NC(C)(C)C)CC2)[C@H]1c1ccncc1,14%
Cc1noc(-c2ccc(OC(F)(F)F)cc2)c1C(=O)NCc1cccc(Cl)c1,i
COC(=O)CCN(C(=O)c1c(C)oc2ncnc(N3CCOCC3)c12)c1ccccc1,i
Cc1ocnc1C(=O)N(C)CC1CCCN(CCc2ccc(Cl)cc2)C1 (stereo not drawn),?
COc1ccc(OCc2ccc(-c3nc(C#N)c(NCc4ccc(F)cc4)o3)o2)cc1,?
COc1ccc(CN2C(=O)COC[C@H]2C(=O)N2CCSCC2)c(OC)c1,30%[activator]
O=C(CCn1cccn1)N1CC(F)(F)C[C@H]1c1nc(C2CC2)no1,48%[activator]
O=S(=O)(c1ccc(F)cc1)N1CCC(n2cnnc2C2CC2)CC1,i
COc1ccc(CNC(=O)c2cc3c(s2)CCN(C(C)=O)C3)cc1,i
CC(C)c1ccc(NC(=O)c2ccc(CN3C(=O)NC4(CCOCC4)C3=O)cc2)cc1,-21%
COc1nc2c(cc1CNC(=O)Cn1ccc(C)n1)C(=O)N(C1CCCC1)C2,-6%
CC(c1cccs1)N(C)Cc1ccccc1F (stereo not drawn),-6%[44.1 µM]
COc1ccc(-c2cc3nc4c(c(=O)n3[nH]2)CN(C(=O)c2cc(CN3CCOCC3)on2)CC4)cc1,?
O=C(COc1ccc(Br)cc1)Nc1cccc2cccnc12,19%
O=C(c1ccco1)N1CCCC1c1nc(C2CCOCC2)no1 (stereo not drawn),14%
O=C(Nc1ccc(F)cc1)C1CC(=O)N(c2n[nH]c3cccc(F)c23)C1 (stereo not drawn),-9%
CO[C@@H]1CCOC[C@H]1NS(=O)(=O)c1ccc(S(C)(=O)=O)cc1,-1%
Cc1cc(F)ccc1NC(=O)C(C(C)C)N1Cc2ccccc2C1=O (stereo not drawn),i
O=C(c1ccc2[nH]ccc2c1)N1CCC(Cn2cc(C3CCCC3)nn2)CC1,?
CCOC(=O)C1=C(CN2CCN(c3ccccc3OC)CC2)NC(=O)NC1c1ccccc1 (stereo not drawn),?
CCCNc1ccc2nnc(CC)n2n1,?
CNC(=O)C1CCN(C(=O)N2CC3CC(C2)[C@H]2CCCC(=O)N2C3)CC1 (stereo partly drawn),i
COCCCNc1ccnc(-c2nnc(C)n2-c2ccccc2)c1,i
COc1ccc(OC)c(-c2noc(N3CCN(c4ccc(Cl)cc4)CC3)n2)c1,5%
COCC(=O)N1CCC2(CC1)OC(=O)N(Cc1ccc(O)cc1)C2(C)c1ccccc1 (stereo not drawn),-18%[44.1 µM]
O=C1C[C@@H]2CCN(C(=O)Nc3ccc(OC(F)(F)F)cc3)C[C@@H]2CCN1CCN1CCNC1=O,-15%
CN(Cc1ccccc1)c1ncccc1CNC1CCSCC1,?
CCOCCCn1c(SCC(=O)Nc2ccc(C(C)C)cc2)nc2c(sc3ccccc32)c1=O,11%
CC(C)CNC(=O)[C@H]1CCC[C@H]1NC(=O)c1ccncc1,15%
O=C(NCc1cccnc1)C1CCC(=O)N1C1CCN(C(=O)Cc2ccccc2F)CC1 (stereo not drawn),-14%
COCCN1C(=O)CCC2(C(=O)NCc3cccc(OC)c3OC)CCCC=C12 (stereo not drawn),i
Cn1c(=O)n([C@H]2CCCN(C(=O)Cn3c(=O)oc4ccccc43)C2)c2ncccc21,i
O=C(Cc1c[nH]c2ccccc12)NC1CCc2nn(CC3CC3)c(=O)n2CC1 (stereo not drawn),13%
CCc1ccc(CN2CCC(O)(Cc3cc(-c4cccc(OC)c4)no3)CC2)o1,-30%
O=c1c(NS(=O)(=O)Cc2ccccc2)ccc2n1C[C@H]1C[C@@H]2CN(S(=O)(=O)c2ccccc2)C1,-5%
Cc1noc(C)c1Cc1c(C(=O)NCCn2c(C)cnc2C2CC2)noc1C,i
CC(C)c1nc(N2CCOCC2)ncc1C(=O)O,37%[activator]
COc1cccc([C@H]2CN(C(=O)c3cnc(C)cn3)[C@@H]3C4CCN(CC4)[C@H]23)c1,-10%
CNC(=O)C1CCC(Cn2c(=O)c3sccc3n(CC(=O)NCc3ccccc3)c2=O)CC1 (stereo not drawn),?
CCOC(=O)c1scc(-c2ccc(C)cc2)c1S(=O)(=O)Nc1cc(OC)ccc1OC,-8%
CCn1c(SCC(=O)Nc2cc(Cl)ccc2OC)nc2c([nH]c3ccccc32)c1=O,i
CCOC(=O)c1cnc2ccc(OC)cc2c1NCCc1ccc(OC)c(OC)c1,1µM*
O=C(O)c1cccc(CC2CCN(C(=O)C3CCC(O)CC3)C2)c1 (stereo not drawn),8%
NC1(C(=O)N2CCCC(N3CCN(Cc4ccc5c(c4)OCO5)CC3)C2)CC1 (stereo not drawn),-17%
Cc1cccc2nc(C(=O)N3CCC(=O)N(CC4CC4)C(C(C)C)C3)cn12 (stereo not drawn),3%
COc1ccc(NC(=O)CSC2=Nc3ccccc3C3=NC(CC(=O)NCCc4ccccc4)C(=O)N23)cc1 (stereo not drawn),8%
Cc1ccc(CN2C(=O)COC[C@H]2C(=O)N2CCN(c3ccccc3F)CC2)cc1,-27%
COCCn1c(C)cnc1CCNC(=O)c1cccc(C)c1,-13%
COc1ccc(NC(=O)Cn2c(=O)n(CCCC(=O)NCCc3ccc(C)cc3)c(=O)c3ccccc32)cc1Cl,?
CC(C)c1nc2ccccc2n1CC(=O)NC1CCCN(c2ncccn2)C1 (stereo not drawn),-1%
OCC1CCN(Cc2cc3cc4c(cc3nc2-c2ccc(Cl)cc2)OCO4)CC1,?
COc1ccc(Cn2ccnc2SCC(=O)Nc2cc(C(F)(F)F)ccc2Cl)cc1,0%
CCN(CC)c1ccc(NS(=O)(=O)c2ccc(-c3cnc(C4CC4)o3)cc2)c(C)c1,-7%
COCC(NC(=O)c1csc(-c2cccs2)n1)c1ccnn1C (stereo not drawn),0%
O=C(c1ccc(Cl)cc1)N1CC2(CCN(Cc3ccccn3)CC2)Cc2ccccc21,?

(next part)
Compound,Pf Dd2 inh
CN1CCC(C(=O)N2CCC3(CC2)CN(C(=O)Cc2ccc(Cl)cc2)CCO3)CC1,8%
COCCOC(=O)C1=C(C)N=C2SC=C(CC(=O)N3CCOCC3)N2C1c1cccc(OC)c1 (stereo not drawn),?
Cc1[nH]c(-c2ccccc2)nc1C(=O)N[C@H](c1cnn(C)c1)C1CC(O)C1 (stereo partly drawn),2%
O=C(c1ccccc1)N1CCC2(CC1)C(=O)NN=C2c1ccncc1,9%[44.1 µM]
Cc1ccsc1C(=O)N1CCC[C@H](n2c(=O)n(CC3CC3)c3cccnc32)C1,?
CNCc1cn(C[C@H]2O[C@@H](CC(=O)N3CCN(c4ccccc4)CC3)[C@H](O)[C@@H]2O)nn1,-18%[44.1 µM]
CCOC(=O)c1c(NC(C)=O)c2c3c(sc2n1Cc1nc(-c2ccccc2OCC)oc1C)CCCC3,18%
O=C1NC2(CCN(Cc3ccccc3C(F)(F)F)CC2)Oc2ccccc21,i
CNC(=O)[C@@H]1C[C@H](Oc2ccccc2)CN1C(=O)CCOC,1%
CCCn1c(C)cnc1C1CCNC1 (stereo not drawn),3%
O=C(N[C@@H]1CN(C(=O)c2[nH]nc3c2CCc2ccccc2-3)CC[C@@H]1CO)c1ccccc1,-16%
CN1CCN(C(=O)Cn2ncc3c4ccccc4n(Cc4ccc(Cl)cc4)c3c2=O)CC1,?
COCCNC(=O)[C@@H]1CCC[C@@H](NCc2ccc(OC)cc2)CN(C)C(=O)C1,13%[44.1 µM]
Cc1ccc(OCC(=O)Nc2ccc(-c3nc4ccc(C)cc4o3)cc2)cc1,34%[activator][5.79 µM]
Cn1cnc2cc(-c3ccc(F)cc3)cc(C(=O)NCCc3cnc[nH]3)c21,-4%[44.1 µM]
COCCNC(=O)[C@@H]1CCC[C@@H](NCc2cccc3c2OCO3)CN(C)C(=O)C1,i
COc1ccc(-c2ccc3nnc(CNC(=O)c4cccc5[nH]ccc45)n3n2)cc1,?
COc1ccc(NC(=O)CSc2ncccc2C(=O)O)cc1OC,41%[activator]
Cc1ccc(CN2C[C@@H]3C(C(N)=O)=NO[C@@H]3C2)nc1,20%[44.1 µM]
COc1ccc(C2Cn3cnc(C(=O)N4CCC(C(=O)NC5CCCCCC5)CC4)c3CO2)cc1 (stereo not drawn),-22%

2 successive records already listed, quoted:
Compound,Pf Dd2 inh
Cc1ccc(CN2C[C@@H]3C(C(N)=O)=NO[C@@H]3C2)nc1,20%[44.1 µM]
COc1ccc(C2Cn3cnc(C(=O)N4CCC(C(=O)NC5CCCCCC5)CC4)c3CO2)cc1 (stereo not drawn),-22%

Reformatted with each value named: 2 of the compounds above.
Molecule: O=C(N[C@@H]1CN(C(=O)c2[nH]nc3c2CCc2ccccc2-3)CC[C@@H]1CO)c1ccccc1
- Pf Dd2 inh = -16%

Molecule: CN1CCN(C(=O)Cn2ncc3c4ccccc4n(Cc4ccc(Cl)cc4)c3c2=O)CC1
- Pf Dd2 inh = ?

(next part)
Compound,Pf Dd2 inh
COc1ccc(N2Cc3c(NC4CCCCC4)ncnc3N(C)CC2=O)cc1,5%
O=C1CCCN1CC1CCN(C(=O)c2ccc(N3CC[C@H](O)C3)nc2)CC1,-1%
O=C(NCC1Cn2cccc2C(=O)N1Cc1ccccc1)c1cn[nH]c1-c1ccccc1 (stereo not drawn),?
CN(C)c1cc(=O)c2ccnc(-c3ccc(N4CCOCC4)cc3)c2o1,i
CCN(CC)C(=O)N1CCC(c2noc(-c3cnccn3)n2)C1 (stereo not drawn),69%[activator][5.79 µM]
COC(=O)[C@@H]1Cc2c([nH]c3ccccc23)[C@H]2C[C@@H](NCCN3CCOCC3)C[C@@H](c3ccccc3)N21,i
CC(=O)Nc1ccc(OCC(=O)NCc2ccc(N3CCOCC3)cc2)nc1,43%[activator]

Only part of the results is shown (hit frequency here may not be typical).
